APEX1 inh: qHTS Assay for Inhibitors of the Human Apurinic/apyrimidinic Endonuclease 1 (APE1). 0.35% of 350,000 active. recombinant APE1, TAMRA/BHQ-2 abasic DNA cleavage fluorescence. AID 2517, 2012. Potency, µM (titrated, usually from 65.8 µM), without a hit: at the highest dose activity change, negative = inhibition, most hits filed as inhibitors. DNA repair nuclease/redox regulator APEX1 (Homo sapiens), P27695;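 also: potency is read from the fitted curve at half-maximal effect; plate controls were vehicle for no effect and reference inhibitor for full effect; nearly all actives have a fitted effect of over 55% in size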
Target sequence (P27695 whole entry, looked up): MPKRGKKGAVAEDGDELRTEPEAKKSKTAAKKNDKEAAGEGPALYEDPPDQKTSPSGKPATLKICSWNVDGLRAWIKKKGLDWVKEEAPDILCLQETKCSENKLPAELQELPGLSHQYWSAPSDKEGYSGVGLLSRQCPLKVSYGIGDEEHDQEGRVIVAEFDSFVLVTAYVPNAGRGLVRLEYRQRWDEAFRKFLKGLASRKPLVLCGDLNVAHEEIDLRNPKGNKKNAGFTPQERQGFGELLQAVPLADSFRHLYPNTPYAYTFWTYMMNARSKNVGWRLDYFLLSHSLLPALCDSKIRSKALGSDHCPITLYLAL
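0.75 nM APE1 + cpd, 15 min RT; start w/ 50 nM TAMRA/BHQ-2 THF-abasic dsDNA; kinetic fluor 525/598 nm ×3 reads @60 s; Δ(read3−read1); normalized to DMSO and NSC13755 control wells.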
BLM helicase inh: qHTS Assay for Inhibitors of Bloom's syndrome helicase (BLM). recombinant BLM DNA unwinding, fluorescence dequenching. Potency, µM (series often up to 56.1 µM), without a hit: top-dose activity change, negative = inhibition, most hits filed as inhibitors. 0.2% of 350,000 active. AID 2528, 2010;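 also: potency is read from the fitted curve at half-maximal effect; plate controls were vehicle for no effect and no enzyme for full effect; nearly all actives have a fitted effect of over 35% in size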
POLB inh: qHTS Assay for Inhibitors of DNA Polymerase Beta; P06746; Pol beta primer extension/strand displacement, fluorescence kinetic; Potency, µM (doses to about 114 µM), inactives show at the highest dose activity change, negative = inhibition, actives largely listed as inhibitors; 1.3% of 340,000 active; AID 485314, 2010; also: potency is read from the fitted curve at half-maximal effect; % is scaled to controls: 0 for no effect and ±100 for the full control effect
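Preincubation: enzyme (10 nM) with compound, 15 min, RT. Reaction: substrate added to 50 nM final. Reads: 0 and 10 min. Analysis: normalized, Hill fit.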
GRP78 ERSR act: qHTS for Inducers of the Endoplasmic Reticulum Stress Response (ERSR) in Human Glioma: qHTS; U87-MG GRP78 promoter luciferase reporter, 16 h; 0.02% of 420,000 active; AID 602332, 2012; Potency, µM, without a hit: at the top dose activation, actives largely listed as activators; also: potency is read from the fitted curve at half-maximal effect; series mostly up to about 76 µM; % of control where 0% means no effect; nearly all actives have a fitted effect of over 35% in size
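Stably transfected U87-MG glioma cells carrying a GRP78-based luciferase sensor; 16 h compound incubation. Luminescence end-point read 10 min after Bright-Glo addition at room temperature.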
Anesthetic bind: qHTS Assay for Identification of Novel General Anesthetics. Ferritin light chain (Equus caballus), P02791. apoferritin/1-aminoanthracene competitive binding, fluorescence. Potency, µM (titrated, usually from 77.5 µM), inactives show at the top dose activity change, negative = displacement, usual class: inhibitors. 0.074% of 350,000 active. AID 485281, 2010; also: potency is read from the fitted curve at half-maximal effect; % is scaled to controls: 0 for no effect and ±100 for the full control effect; nearly all actives have a fitted effect of over 20% in size
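Probe: 1-aminoanthracene (50% saturated, PBS). Protein: horse-spleen apoferritin, 10 uM. Incubation: 10 min, room temperature. Detection: 380 nm excitation, 535 nm emission. Analysis: normalized response, four-parameter Hill.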
Pol iota inh: qHTS for Inhibitors of Polymerase Iota; DNA polymerase iota (Homo sapiens), Q9UNA4; Pol iota fluorescent replication assay, 10 min; Potency, µM (highest dose often 115 µM), for the others: at the top dose activity, negative = inhibition, most hits filed as inhibitors; 1% of 390,000 active; also: potency is read from the fitted curve at half-maximal effect
Target sequence (Q9UNA4 whole entry, looked up): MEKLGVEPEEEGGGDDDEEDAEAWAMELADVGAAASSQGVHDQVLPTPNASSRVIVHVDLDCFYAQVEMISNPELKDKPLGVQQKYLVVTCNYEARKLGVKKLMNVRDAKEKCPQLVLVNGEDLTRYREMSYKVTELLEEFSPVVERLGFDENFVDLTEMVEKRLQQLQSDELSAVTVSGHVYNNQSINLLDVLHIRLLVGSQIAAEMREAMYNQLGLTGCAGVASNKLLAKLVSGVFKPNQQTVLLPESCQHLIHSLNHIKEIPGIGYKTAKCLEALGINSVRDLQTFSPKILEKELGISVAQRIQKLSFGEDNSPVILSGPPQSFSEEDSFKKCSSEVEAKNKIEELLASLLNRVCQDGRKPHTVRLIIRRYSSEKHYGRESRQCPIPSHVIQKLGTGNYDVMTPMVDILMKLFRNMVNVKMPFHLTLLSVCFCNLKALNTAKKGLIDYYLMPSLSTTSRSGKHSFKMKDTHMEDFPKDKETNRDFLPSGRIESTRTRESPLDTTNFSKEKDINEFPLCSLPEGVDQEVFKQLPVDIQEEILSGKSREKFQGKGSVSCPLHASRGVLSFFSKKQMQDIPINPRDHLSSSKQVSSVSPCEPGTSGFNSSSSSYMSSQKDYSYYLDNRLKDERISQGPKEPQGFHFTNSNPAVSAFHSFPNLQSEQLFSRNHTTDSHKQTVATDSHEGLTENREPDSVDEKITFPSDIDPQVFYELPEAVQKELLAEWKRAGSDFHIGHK
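Pol iota at 10 nM preincubated 15 min with compounds at room temperature; reaction started with fluorescent substrate, 50 nM final. Fluorescence read kinetically at 0 and 10 min; buffer-only wells as negative control.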
POLK inh: qHTS for Inhibitors of Polymerase Kappa; purified Pol kappa, fluorescent DNA synthesis assay, 10 min; DNA polymerase kappa (Homo sapiens), Q9UBT6; 0.53% of 400,000 active; Potency, µM (doses to about 107 µM), inactives show at the highest dose activity, negative = inhibition, most hits filed as inhibitors; also: potency is read from the fitted curve at half-maximal effect; % is scaled to controls: 0 for no effect and ±100 for the full control effect
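Enzyme at 10 nM met test compounds for 15 min at room temperature. Substrate addition (50 nM final) began the reaction, which was monitored by fluorescence at 0 and 10 min.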
Pol eta inh: qHTS for Inhibitors of Polymerase Eta; 1.2% of 390,000 active; recombinant Pol eta, fluorescent DNA replication assay; DNA polymerase eta (Homo sapiens), Q9Y253; Potency, µM (titrated, usually from 114 µM), for the others: top-dose activity change, negative = inhibition, hits mostly inhibitors; also: potency is read from the fitted curve at half-maximal effect; % is scaled to controls: 0 for no effect and ±100 for the full control effect
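Pol eta at 10 nM preincubated with compounds 15 min at room temperature; reaction started with fluorescent substrate (50 nM final) and read kinetically at 0 and 10 min.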
LDHA block: qHTS assay for inhibitors of human lactate dehydrogenase; purified LDHA, NADH/diaphorase-resazurin fluorescence; hits give low values; 0.15% of 480,000 active; activity change, % (values are at about 110 or 230 µM); L-lactate dehydrogenase A chain (Homo sapiens), P00338; in the data active = activity change below about -30%; inconclusive = mostly about -25% to -30%;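 also: plate controls were DMSO wells for no effect and wells without enzyme for full effect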
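Resorufin fluorescence (ex540/em590), read at 0 and 20 min after diaphorase/resazurin addition, reports the NADH left after a 5 min room-temperature reaction of 2 nM human LDH5 with 0.06 mM NADH and 0.2 mM pyruvate.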
* = called active by the depositor; ? = inconclusive; / = no result given; & = joins results of further samples; [ ] = remark or other dose. Unless noted, calls follow the shape of the dose curve; as a rule, active = well fitted curve in the direction sought with a large enough effect; inconclusive = small, poorly fitted or top-dose-only effect, or another doubt; inactive = no such curve, though single readings can be large; an effect the other way counts as inactive or inconclusive. A portion of the library; the hit share may differ from the screen's.

SMILES	APEX1 inh	BLM helicase inh	POLB inh	GRP78 ERSR act	Anesthetic bind	Pol iota inh	POLK inh	Pol eta inh	LDHA block
COc1ccc(-n2nc(C(=O)NCCc3ccc(Cl)cc3)c3c4ccccc4n(C)c3c2=O)cc1	/	-3%	43%	/	-6%	15%	8%	/	-4
COc1ccc(CNC(=O)CSCc2c(F)cccc2Cl)cc1	-2%	-7%	13%	0%	-22%	40%[activator]	3%	-6%	-1
Cc1ccc2nc(-c3ccc(NC(=O)c4ccccc4S(C)(=O)=O)cc3)sc2c1	/	-1%	9%	-2%	6%	-7%	-10%[60.1 µM]	0%	-13
Cc1ccc(NC(=O)N2CCSc3ccccc32)cc1	-5%	-3%	-7%	1%	-12%	2%	-13%	-11%	2
CCOC(=O)C1CCN(C(=O)c2ccc3nc(-c4ccc(OC)cc4)c(-c4ccc(OC)cc4)nc3c2)CC1	-16%	-12%	17%	1%	-3%	18%	-8%	-13%	-5
C=CCNC(=O)CN(c1cc(Cl)ccc1OC)S(=O)(=O)c1ccc(C)c([N+](=O)[O-])c1	15%	-4%	33%	-2%	-18%	79%[activator]	-7%	-23%	-3
O=S(=O)(NCCc1ccccn1)c1ccc(OC(F)(F)F)cc1	9%	-1%	1%	-4%	-13%	4%	0%	9%	-4
Cc1cc(=O)[nH]c(-c2cccs2)n1	-1%	-6%	3%	-3%	-6%	-28%	10%	-4%	-2
O=C(CCNC(=O)c1ccc(Cl)cc1)NCc1ccccc1Cl	7%	/	/	-4%	/	45%[activator]	-25%	-10%	-8
CCOC(=O)/C=c1\sc2n(c1=O)CCN=2	-1%	-3%	31%	-3%	-7%	5%	-10%	0%	-1
Nc1ccccc1S(=O)(=O)Nc1cccc2cccnc12	?	-9%&-7%	/	-12%	?	/	4%[60.1 µM]	/	/
Cc1cc2n(n1)SC(Nc1cccc3ccccc13)N2 (stereo unspecified)	10%	-2%	36%	8%	4%	29%	-9%	-9%	6
CC(=O)Nc1ccc(NC(=O)CSC2=NCCS2)cc1	2%	2%	1%	-1%	-18%	15%	-13%	-12%	-1
COc1cccc(C2C=C(c3ccc(OC)cc3OC)Nc3nnnn32)c1 (stereo unspecified)	0%	-3%	2%	-5%	170%[activator]	34%[activator]	-15%	-13%	2
O=C(NN1C(=O)NC2(CCCCC2)C1=O)c1ccc(-c2ccc([N+](=O)[O-])cc2)o1	11%	-10%	-1%	-4%	?	-18%	1%	1%	0
COc1ccc(-c2nnc(NC(=O)C3CCCO3)s2)cc1 (stereo unspecified)	9%	-9%	?	0%	-12%	?	-14%	-11%	-4
C=CCNC(=S)NNC(=O)COc1c(Cl)cc(Cl)cc1Cl	5%	-1%	13%	-2%	-10%	10%	-8%	-5%	-6
CCOC(=O)N1CCN(C(=O)Nc2ccc3nccnc3c2)CC1	0%	-7%	34%	-3%	52%[activator]	98%[activator]	1%	-6%	16
Cc1ccc(C(NC(=O)NC(C)c2ccccc2)C(Cl)(Cl)Cl)cc1F (stereo unspecified)	-4%	-7%	15%	-6%	-2%	-11%	-15%	-22%	-4
O=C(O)c1nn(CC(=O)N2CCCCCC2)c(=O)c2ccccc12	-4%	-2%	2%	-2%	-19%	188%[activator]	0%	-14%	-7
O=C(NCCN1CCN(c2cccc(Cl)c2)CC1)c1cccn2c(=O)c3ccccc3nc12	/	/	/	-6%	/	26%	-7%	14%	-3
O=C(OCc1nnc(-c2ccccc2)o1)c1cccc(-n2cnnn2)c1	6%	/	/	-1%	/	10%	-18%	-1%	-6
CC(=O)C1=C(C)NC2=C(C(=O)CC(C)(C)C2)C1C (stereo unspecified)	-2%	-2%	6%	1%	7%	1%	-2%	2%	-11
COc1ccc(S(=O)(=O)N2CCOCC2)cc1NC(=O)c1cccs1	-4%	/	/	-4%	/	-14%	11%	-8%	0
Cc1ccc(C2(C)NC(=O)N(CC(=O)N(C)CC(=O)Nc3cccc(F)c3)C2=O)cc1 (stereo unspecified)	-8%	/	/	-3%	/	13%	-7%	-5%	-4

Look-ups from above:
POLK inh result of O=C(OCc1nnc(-c2ccccc2)o1)c1cccc(-n2cnnn2)c1 = -18%
BLM helicase inh result of COc1ccc(-n2nc(C(=O)NCCc3ccc(Cl)cc3)c3c4ccccc4n(C)c3c2=O)cc1 = -3%

Next structures follow.
SMILES	APEX1 inh	BLM helicase inh	POLB inh	GRP78 ERSR act	Anesthetic bind	Pol iota inh	POLK inh	Pol eta inh	LDHA block
CCOC(=O)c1cnc2c(OC)cccc2c1NCc1cccnc1	2%	21%	4%	-5%	-10%	57%[activator]	13%	-8%	0
CCCOC(=S)Nc1ccccc1	16%	-3%	17%	6%	?	8%	-5%	-9%	1
Clc1ccc(N2CCN(c3cnc4ccccc4n3)CC2)cc1	-4%	-6%	3%	1%	-10%	-5%	7%	-16%	1
Nc1c2c(nc3ccc(Br)cc13)N(C1CCCCC1)CC2	-7%	20%	?	/	-17%	/	/	/	/
COc1cc(OC)c(C2SCCS2)c(OC)c1	17%	-3%	32%	-4%	-8%	23%	-19%	-25%	0
CC(C)Oc1ccc(C(=O)Nc2ccc(NC(=O)c3ccco3)c(Cl)c2)cc1	15%	-2%	35%	-1%	-10%	3%	-4%	2%	-11
O=C(Cn1nnc2c(cnn2-c2ccc(F)cc2)c1=O)c1ccccc1F	0%	-2%	-20%	0%	3%	5%	-21%	5%	1
CCOC(=O)C1CCN(c2nc(N)c3c(N)nc(SCC(=O)O)cc3c2C#N)CC1	?	25µM*	28µM*	-4%	-1%	25µM*	35µM*	7.1µM*	5
N#Cc1ccc[n+](CC(=O)c2ccc(NC(=O)c3ccccc3)cc2)c1	1%	-3%	1%	4%	6%	14%	-8%	-14%	-2
CCc1cccc(NS(=O)(=O)c2c(C)nc3sc(CC)nn3c2=O)c1	-13%	-1%&-1%	-13%&-4%	-2%&-1%	-23%&-17%	18%&20%	-4%&-2%	-18%&22%	0&-2
Clc1ccc(CNc2ncnc3[nH]ncc23)cc1Cl	/	/	/	-7%	/	-4%	-9%	-5%	-6
CCCn1c(SCC(=O)OCc2ccccc2)nc2c1c(=O)n(C)c(=O)n2C	21%	-2%	-13%	0%	-17%	18%	-14%	-10%	-4
Cc1ccc(O)c(NC(=O)c2ccc(Br)c(S(=O)(=O)N3CCCCC3)c2)c1	/	-14%	4%	-2%	?	-15%	-21%	-13%	-6
Cc1ccc2c(c1)C(c1ccc(F)cc1)N(C(=O)c1ccc(S(=O)(=O)N3CCCCC3)cc1)CC(=O)N2 (stereo unspecified)	/	-12%	31%	-4%	-19%	-12%	-3%	-25%	-6
O=C(COC(=O)Cn1cnc2ccccc21)Nc1ccccc1C(F)(F)F	14%	/	/	-2%	/	9%	12%	-11%	2&5
CCOC(=O)C1(CCOc2ccccc2)CCN(CC=C(C)C)CC1	-7%	-1%	14%	-4%	-11%	37%[activator]	9%	-8%	-1
COc1ccc(CCNC(=O)c2cc3cccc4c3n2CC(C)S4)c(OC)c1OC (stereo unspecified)	/	-14%	1%	-4%	73%[activator]	-4%	-8%	-16%	1
CCOc1ccc(CC(=O)Nc2ccc3c(c2)N(C)C(=O)c2ccccc2S3)cc1OCC	/	-6%	1%	-2%	-4%	3%	-7%[60.1 µM]	-12%	0
Cc1cc(S(=O)(=O)N2CCOCC2)ccc1OCC(=O)Nc1cccc(F)c1	72%[activator]	-2%	3%	0%	-18%	128%[activator]	-3%	-11%	-2
CCc1nn(CCCC(=O)Nc2ccc(C)cc2C)c(=O)c2cc3occc3n12	11%	-2%	-1%	-3%	-21%	23%	-5%	-13%	1
c1cncc(-c2nc(N3CCOCC3)c3c4c(sc3n2)CCC4)c1	13%	0%	22%	-1%	-3%	122%[activator]	-2%	10%	-8
CCOc1ccc(-n2c(SCC(=O)N3CCCC3)nc3c([nH]c4ccccc43)c2=O)cc1	/	-1%	10%	-2%	-1%	21%	-2%[60.1 µM]	-4%	-1
Cc1[nH]nc(-c2ccc(O)cc2O)c1-c1nc2ccccc2s1	-2%	-10%	?	1%	-18%	95%[activator]	-9%	-12%	-4
O=C(Cn1cnc2c(nnn2Cc2ccc(F)cc2)c1=O)NCc1ccc2c(c1)OCO2	-4%	-10%	-11%	0%	2%	-1%	-15%	4%	-9
N#Cc1cc([N+](=O)[O-])ccc1N1CCN(c2ccccc2O)CC1	1%	-4%	4%	3%	-23%	82%[activator]	-10%	-20%	11
More results.
SMILES	APEX1 inh	BLM helicase inh	POLB inh	GRP78 ERSR act	Anesthetic bind	Pol iota inh	POLK inh	Pol eta inh	LDHA block
COc1cc(/C=N/NC(=O)CCN2CCN(C)CC2)cc2c1OCO2	-3%	-6%	4%	-5%	0%	19%	-9%	-11%	-22
COc1ccccc1/C=N/n1c(N)c(C(=O)NC2CCCCC2)c2nc3ccccc3nc21	2%	0%	24%	-1%	-7%	15%	-9%	-2%	-15
COc1ccc(C(=O)NC2CCN(C(=S)NCCc3ccccc3)CC2)cc1	3%	-5%	17%	-4%	-4%	10%	5%	-16%	3
CC(NC(=O)C1CCN(c2nnc(N3CCCC3=O)s2)CC1)c1ccccc1 (stereo unspecified)	1%	-2%	1%	-4%	-14%	-5%	5%	0%	-2
CC(NC(=O)Cc1ccc(NC(=O)N2CCCCc3ccccc32)cc1)c1ccccc1 (stereo unspecified)	/	-1%	21%	0%	-12%	21%	3%	?	-6
O=C(NCc1ccc(F)cc1)C1CCCN1C(=O)Nc1ccccc1 (stereo unspecified)	45%	-3%	-6%	-5%	31%[activator]	-25%	-6%	-8%	-9
COc1cc(C2NC(=O)NC(C)=C2C(C)=O)ccc1O (stereo unspecified)	2%	1%	2%	-4%	5%	14%	-14%	3%	0
CCCOc1ccc(-c2nc(N3CCN(C)CC3)c3ccccc3n2)cc1	-4%	-8%	2%	6%	5%	20%	-4%	-29%	-1

Bioassay records deposited in PubChem by National Center for Advancing Translational Sciences (NCATS).
